# GlmU inhibition: inhibition of mycobacterial GlmU enzyme – biochemical, glucosamine-1-phosphate acetyltransferase (AID 1376). inhibition, %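 (tested at 30 µM in the primary screen)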; hits with a dose series show IC50 in µM. 220,000 compounds, 0.25% hits. M. tuberculosis GlmU acetyltransferase enzyme assay; higher % means a stronger effect; in the data active means inhibition above about 13%; inconclusive means no clear call, values can overlap the other calls;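 further: 0% = complete reaction with vehicle and 100% = reaction without substrate; strong numbers were not always called active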
# RmlCD inh 1536: M. tuberculosis RmlC/RmlD coupled enzyme inhibitors, primary screen, biochemical, compound mixtures, 384-well, from 1536-well plates; RmlC+RmlD coupled enzyme assay, percent inhibition; primary screen in compound mixtures; inhibition, % at 3.6 µM; 160,000 compounds, 0.03% hits; AID 1533, 2009; in the data active means inhibition mostly above about 34%, no sharp cut-off; inconclusive means no clear call, values can overlap the other calls; inactive means mostly below about 22%; further: some results filed as inactive read as strong as hits
# Target sequence (P9WH09 whole entry, looked up): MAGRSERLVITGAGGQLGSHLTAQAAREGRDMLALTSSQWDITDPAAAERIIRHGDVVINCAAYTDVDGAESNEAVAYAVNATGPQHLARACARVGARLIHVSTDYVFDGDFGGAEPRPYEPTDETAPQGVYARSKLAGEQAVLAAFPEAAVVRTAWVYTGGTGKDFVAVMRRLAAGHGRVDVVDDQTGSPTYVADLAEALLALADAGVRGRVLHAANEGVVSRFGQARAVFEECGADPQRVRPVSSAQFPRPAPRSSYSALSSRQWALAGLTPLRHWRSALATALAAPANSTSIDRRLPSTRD
# Target sequence (P9WH11 whole entry, looked up): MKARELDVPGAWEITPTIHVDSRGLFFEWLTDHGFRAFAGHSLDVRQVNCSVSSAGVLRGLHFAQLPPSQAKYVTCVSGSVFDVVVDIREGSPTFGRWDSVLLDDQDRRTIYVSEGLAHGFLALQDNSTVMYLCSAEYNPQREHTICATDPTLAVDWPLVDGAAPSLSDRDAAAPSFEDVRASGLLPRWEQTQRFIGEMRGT
# * marks the source's active call; other numbers are inactive results; ? = inconclusive; . = not tested or not shown. A portion of the library (hit frequency here may not be typical).
molecule,GlmU inhibition,RmlCD inh 1536
CCOc1ccc(/C(O)=C2/C(=O)C(=O)N(CCOCCO)C2c2cccnc2)cc1 (stereo unspecified),2.6%,10.7
CCNc1nc(Oc2ccc(OC)cc2)cc(C(F)(F)F)n1,0.8%,-1.4
CCOC(=O)C1CCN(C(=O)Nc2ccc3nc(C)c(C)nc3c2)CC1,1.1%,7.5
Cc1nn2cc(-c3ccc(Cl)cc3)nc2s1,2.6%,9.8
Cc1ccc(CS(=O)(=O)CCC(=O)NCCN2CCCCC2C)cc1 (stereo unspecified),-2.6%,12.6
CCOC(=O)c1sc(-c2ccccc2)cc1N,2.0%,9.0
O=C(Cc1ccccc1)NNC(=O)Nc1ccccc1,1.4%,7.0
Cc1cc(C)n2cc(CSc3ncccc3C(=O)O)nc2n1,-0.8%,21.3
O=C(O)/C=C/C(=O)N1CCN(C(=O)/C=C/C(=O)O)CC1,1.1%,7.4
Cc1ccc2c(C)nc(N/C(N)=N/S(=O)(=O)c3ccc([N+](=O)[O-])cc3)nc2c1,-0.4%,.
O=C(Nc1cccc(S(=O)(=O)N2CCCCC2)c1)C1CC(=O)N(Cc2ccco2)C1 (stereo unspecified),-1.4%,-13.7
CC(=O)Nc1nonc1-c1nc2ccccc2n1CC1CC1,-0.8%,11.1
O=C(NCC1(c2ccccc2)CCCC1)c1ccccc1,6.7%,5.2
Cc1c2ccccc2cc[n+]1CCCS(=O)(=O)[O-],0.1%,0.6
O=c1onc(-c2ccc(Cl)cc2Cl)n1-c1cccnc1,-2.2%,-32.1
OC[C@H]1O[C@@H](n2cnc3c(Nc4ccccc4)ncnc32)[C@H](O)[C@@H]1O,6.3%,.
CCc1nc(Nc2ccc3c(c2)OCO3)c2oc3ccccc3c2n1,.,-3.9
CCOc1cc(/C=N/NC(=O)c2nn(C)cc2Br)ccc1OCc1ccccc1,-0.1%,3.9
COCCC(=O)Nc1ccc2c(c1)CN(C(=O)CSC)CC2,-3.5%,.
O=S(=O)(Nc1ccccc1N1CCCCC1)c1ccc(Cl)s1,0.8%,-24.5
COc1ccc(-n2cc(C(=O)c3cc4ccccc4oc3=O)c(C(C)=O)n2)cc1,-1.4%,.
Cc1ccc(C(=O)C(OC(=O)c2cnccn2)c2ccccc2)cc1C (stereo unspecified),0.1%,.
O=C(CSc1ccc2c(c1)OCCO2)Nc1ccc2c(c1)OCO2,-4.7%,.
Cc1ccc(S(=O)(=O)NNC(=S)Nc2c(Cl)cccc2Cl)cc1,-3.2%,-1.4
CCOC(=O)C1CN(S(=O)(=O)c2cccc(C(F)(F)F)c2)c2cc(CC(=O)OC)ccc2O1 (stereo unspecified),1.4%,-16.7
CCc1cc(C(=O)c2ccc(OC)cc2)c(NC(=O)CC(C)(C)CC(=O)O)s1,1.9%,2.6
CCOC(=O)c1[nH]c(C)c(C(=O)NC2CCCCC2)c1C,4.8%,11.2
CC(C)c1cc(N2CCN(C(=O)c3ccco3)CC2)n2c(nc3ccccc32)c1C#N,-1.9%,7.3
COc1cccc(-n2c(CN3CCN(c4ccccc4)CC3)nc3ccc([N+](=O)[O-])cc3c2=O)c1,3.0%,-6.0
Cc1cccc(NC(=O)c2ccccc2OCC(=O)N2CCOCC2)c1C,-1.3%,8.5
O=C(Nc1ccccc1C(F)(F)F)N1CCN(c2ccc3nncn3n2)CC1,7.5%,.
CC(C)(C)C(=O)c1no[n+]([O-])c1/C(=N/O)C(C)(C)C,0.2%,7.3
COc1ccccc1CNC(=O)CN1C(=O)CSc2ccc(S(=O)(=O)N3CCCC3)cc21,-2.9%,.
Cc1ccc(C)c(NC(=O)c2nnn(Cc3ccccc3C)c2N)c1,-5.1%,-8.0
CC(C)(C)NC(=O)CN(C(=O)CS(=O)CC(=O)Nc1ccc(F)cc1)c1ccc(F)c(Cl)c1 (stereo unspecified),-2.5%,.
Cc1ccc(C(=O)c2cn[nH]c2-c2cc(Cl)ccc2O)cc1,0.1%,.
Cc1nnc(C)c2c(C)n(-c3ccc4ncccc4c3)c(C)c12,0.2%,6.0
CN1CCN(c2ccc(Cl)cc2N)CC1,-5.2%,6.2
COC(=O)Cc1cc(=O)[nH]c(/N=C(\N)Nc2ccccc2C)n1,7.6%,.
CCOc1ccc2nc(NC(=O)c3cccc(-c4cc5ccccc5oc4=O)c3)sc2c1,-3.5%,7.9
O=C(N1CCCCC1)N1CCCN(C(=O)N2CCCCC2)CC1,5.2%,9.8
O=C(CN1CCCN(S(=O)(=O)c2ccc(Br)cc2)CC1)Nc1ccc2c(c1)OCO2,-3.3%,.
CC(=O)Nc1ccc(S(=O)(=O)Nc2nccc(/C=C/c3ccc(Cl)cc3)n2)cc1,2.9%,.
CCn1c(SCC(=O)Nc2ccc(OC)cc2)nc2nc3c(cc2c1=O)COC(C)(C)C3,-0.9%,8.8
CCOC(=O)c1cc(C)n(Cc2cccc(OC)c2OC)c1C,3.6%,-4.4
CC1CCCCC1NC(=O)c1ccc(S(=O)(=O)NCC2CCCO2)cc1 (stereo unspecified),2.9%,0.2
N#Cc1nc(-c2cccc3ccccc23)oc1NCCN1CCCCC1,-5.3%,.
Cc1ccc(-n2c(SCC(=O)N3CCOCC3)nnc2-c2ccncc2)cc1C,-0.7%,0.5

# An excerpt of these results, as labelled records.
mol: CCOC(=O)c1cc(C)n(Cc2cccc(OC)c2OC)c1C
  GlmU inhibition: 3.6%
  RmlCD inh 1536: -4.4

mol: CCOc1ccc2nc(NC(=O)c3cccc(-c4cc5ccccc5oc4=O)c3)sc2c1
  GlmU inhibition: -3.5%
  RmlCD inh 1536: 7.9

# (list continues)
molecule,GlmU inhibition,RmlCD inh 1536
CCOC(=O)C(CC)n1cnc2c(oc3ccccc32)c1=O (stereo unspecified),4.9%,-12.2
CN(C)CCNC(=O)c1c(CSc2ccccc2)noc1C(=O)NCc1ccccc1,4.7%,-0.7
COc1ccc(OC)c(NC(=S)N2CCN(Cc3ccccc3)CC2)c1,-2.1%,87.6
Cc1cc(C)nc(SCC(=O)NN=C2CCCC2)n1,1.7%,4.2
O=C1CC(N2CCN(c3ccccn3)CC2)C(=O)N1c1ccc(F)cc1 (stereo unspecified),-1.6%,-4.2
NS(=O)(=O)c1ccc(CCNC(=O)C2CCCN(S(=O)(=O)c3cccnc3)C2)cc1 (stereo unspecified),0.3%,.
CCC1CCCCN1C(=O)c1ccccc1OC1CCN(S(C)(=O)=O)CC1 (stereo unspecified),-3.8%,.
O=C(NC1CC1)C1CCCN(C(=O)Nc2ccc(F)cc2)C1 (stereo unspecified),-5.8%,-4.7
CC(/C=C1\SC(=S)N(CCCC(=O)Nc2ccc(C(=O)O)c(O)c2)C1=O)=C\c1ccccc1,1.7%,2.3
O=C(CN(Cc1ccco1)C(=O)c1cccc(Cl)c1)Nc1c(Cl)cc(Cl)cc1Cl,3.8%,2.4
O=C(O)/C(=C\c1ccco1)NC(=O)c1ccccc1,6.7%,-15.0
CC(N=Cc1c(O)c2ccccc2oc1=O)C(=O)O (stereo unspecified),-4.9%,5.0
O=Cc1cc(N=Nc2cccc(C(=O)O)c2)ccc1O,3.5%,-2.8
Cc1ccc(C)n1-c1nc(=S)[nH][nH]1,6.1%,8.3
Cn1ccc(NC(=O)CCl)n1,3.3%,3.0
O=C1NCC(c2ccccc2)C1C(=O)N/N=C\c1ccc(-c2cccc(Cl)c2Cl)o1 (stereo unspecified),-1.8%,.
CC1=C(C/C=C(\C)CCC[C@H](C)CCC[C@H](C)CCCC(C)C)C(=O)c2ccccc2C1=O,2.2%,.
O=C(Cc1cn2ccsc2n1)Nc1ccccc1Oc1ccccc1,-3.7%,.
COc1ccc(NC(=O)c2ccc(NCC3CCCO3)c([N+](=O)[O-])c2)cc1 (stereo unspecified),7.8%,13.6
CC(/C=C1\SC(=O)N(CC(=O)Nc2ccc(O)cc2)C1=O)=C\c1ccccc1,1.6%,.
COc1ccc(C(=O)COC(=O)c2ccccc2NS(=O)(=O)c2ccc(O)c([N+](=O)[O-])c2)cc1,2.4%,-7.5
CCn1c(SCC(=O)Nc2ccc(OC)cc2OC)nc2nc3c(cc2c1=O)COC(C)(C)C3,-1.1%,55.0
CCC12CCCN3CCC4(C(=C(C(=O)OC)C1)Nc1ccccc14)C32 (stereo unspecified),-2.8%,7.5
O=C(Cn1nc(-c2ccccc2)c2ccccc2c1=O)NCCN1CCOCC1,5.7%,-3.7
CCCNc1nc(N2CCCC2)nc(N2CCCC2)n1,4.9%,-4.6
CC(C)Cc1cc(C(=O)Nc2cc(C(F)(F)F)ccc2Cl)no1,3.0%,-2.6
CC1=CC(=Nc2c(C)n(C)n(-c3ccccc3)c2=O)C=CC1=O,0.0%,-10.9
CCCCOC(=O)c1ccc(-c2ccc(/C=N/NC(=S)NCC)o2)cc1,-4.4%,.
COc1ccc(C2c3[nH]c4ccccc4c3CCN2C(=O)c2cc3ncccn3n2)c(F)c1 (stereo unspecified),2.6%,-7.7
O=C1c2ccccc2C(=O)N1CCCc1nc2ccccc2c(=O)n1Cc1ccco1,8.2%,12.7
COc1ccc(Oc2cc(C)c3ccccc3n2)cc1,-4.9%,-3.2
Cc1nn(Cc2ccccc2)c(C)c1NC(=O)CCCn1nc([N+](=O)[O-])c(Cl)c1C,-1.9%,.
CCC(C)(C)n1nnnc1C(c1cc2ccc(OC)cc2[nH]c1=O)N1CCc2ccccc21 (stereo unspecified),0.2%,-0.7
Cn1nc(-c2ccccn2)nc2c(=O)n(C)c(=O)nc1-2,5.0%,.
Cn1c(Cc2cccs2)nnc1SCC(=O)N1CCCc2ccccc21,1.7%,1.8
COc1ccc(NC2CS(=O)(=O)CC2NCc2ccccc2)cc1 (stereo unspecified),6.9%,.
CC1(C)NC(=O)N(CC(O)CN2CCCC2)C1=O (stereo unspecified),3.0%,1.4
Cc1ccc(NC(=O)Nc2cccc(Cl)c2)c(C(=O)O)c1,0.8%,-7.2
COc1ccc(-n2c3c(cc(C#N)c2=O)C(=O)CCC3)cc1,1.5%,3.3
CC(=O)Nc1cc(C)c2nc(NC(C)=O)sc2c1,-0.8%,4.3
Brc1cc2c(cc1/C=N/Nc1nc(N3CCCCC3)nc(N3CCCCC3)n1)OCO2,0.6%,7.1
CC(NC(=O)CSc1nc2c(cc1C#N)CN(C)CC2)c1ccccc1 (stereo unspecified),4.1%,17.6
O=C1c2ccccc2N2C(=O)c3ccccc3C2N1O (stereo unspecified),0.3%,.
Cc1cc(NC(=S)N(Cc2cccc(Br)c2)CC2CCC(C(=O)O)CC2)ccc1Cl (stereo unspecified),-5.4%,0.9
CCNc1nc(NCC)nc(N/N=C/c2ccc(O)c(OC)c2)n1,-1.1%,.
CC1(C)CC(=O)C(/C=N/n2c(C(F)(F)F)nc3ccccc3c2=O)=C(O)C1,-1.2%,.
CCOC(=O)/C(C#N)=C\c1cn(C)c2ccccc12,-4.2%,-7.1
CCC(C)NC(=O)c1c(N)n(CC2CCCO2)c2nc3ccccc3nc12 (stereo unspecified),-1.2%,-7.0

# 7 structures from above, ordered by SMILES length, high to low.
molecule,GlmU inhibition,RmlCD inh 1536
CC1(C)CC(=O)C(/C=N/n2c(C(F)(F)F)nc3ccccc3c2=O)=C(O)C1,-1.2%,.
Cc1cc(NC(=S)N(Cc2cccc(Br)c2)CC2CCC(C(=O)O)CC2)ccc1Cl (stereo unspecified),-5.4%,0.9
Brc1cc2c(cc1/C=N/Nc1nc(N3CCCCC3)nc(N3CCCCC3)n1)OCO2,0.6%,7.1
CC(NC(=O)CSc1nc2c(cc1C#N)CN(C)CC2)c1ccccc1 (stereo unspecified),4.1%,17.6
COc1ccc(-n2c3c(cc(C#N)c2=O)C(=O)CCC3)cc1,1.5%,3.3
CCNc1nc(NCC)nc(N/N=C/c2ccc(O)c(OC)c2)n1,-1.1%,.
O=C1c2ccccc2N2C(=O)c3ccccc3C2N1O (stereo unspecified),0.3%,.

# The list continues.
molecule,GlmU inhibition,RmlCD inh 1536
Cc1c(Cl)ccc2c1NC(=O)[C@]21N[C@@H](CCC(N)=O)[C@H]2C(=O)N(c3ccc(F)cc3)C(=O)[C@H]21,0.5%,-11.4
COc1ccc(/C=C/C=C2\NC(=S)NC2=O)cc1,-10.2%,-7.4
Cc1ccsc1/C=N/NC(=O)C1CC(=O)N(c2ccccc2)C1 (stereo unspecified),-2.6%,-3.6
Cc1ccc(C(=O)N2CCN(C(=O)CN3CCOCC3)C2)cc1,4.4%,-7.7
Cc1nn(C)cc1CN(C)C(=O)c1cc(COc2ccc(F)cc2F)on1,3.5%,-5.9
Cc1cccc(CC2SC(N)=NC2=O)c1 (stereo unspecified),-3.5%,0.6
N#CC1=C2SCC(O)(c3ccccc3)N2C(=O)CC1c1ccccc1F (stereo unspecified),-2.6%,6.7
COc1ccc(S(=O)(=O)Nc2nnc(CC(C)(C)C)s2)cc1,-1.2%,-1.4
CN1C=CC=C/C1=C1/N=C(c2ccccc2)OC1=O,6.5%,-9.9
CC(=O)c1sc(NC(=O)c2cc(-c3ccccc3)nn2-c2ccccc2)nc1C,-3.0%,3.9
CCOc1ccc2nc(SCC(=O)NC(=O)C(C)C)sc2c1,-9.5%,?
CNc1nc(Sc2ccccc2)cc(C(F)(F)F)n1,0.8%,12.2
CCCN(CCC)c1cc(Cl)nc(N)n1,2.4%,4.1
CCCN1CCN(CCCNC(=O)Cn2nc(-c3ccc(C)cc3)ccc2=O)CC1,1.4%,-3.7
Cn1c(=O)c2c(nc(NCCO)n2CCc2ccccc2)n(C)c1=O,-2.8%,.
